# From PubChem
# mHTT-CaM PPI inh = mHTT-calmodulin interaction abrogation; P42858; AlphaScreen His-mHTT/GST-CaM binding, luminescence; inhibition, % at 15 µM; 190,000 compounds, 3.6% hits; AID 1671202;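 also: 0% = both proteins with DMSO and 100% = one protein alone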
# Pf apPOL block = Pf-apPOL DNA polymerase inhibition. 210,000 compounds, 0.25% hits. Recombinant Pf-apPOL, molecular beacon fluorescence, 1.5 h. AID 1794808. inhibition, % at 10 µM
# * marks the source's active call; other numbers are inactive results; i = inactive; / = no result given; & = joins results of further samples. Rule as the data show it: active = inhibition above about 50%; inactive = the rest. Compounds were not picked by outcome, and some 3.5% of all compounds hit somewhere here.
SMILES,mHTT-CaM PPI inh,Pf apPOL block
COc1ccc(CCN2C(=O)CC(Cc3cc(C)cc(C)c3)C2=O)cc1OC (stereo unspecified),7,-23
CCOc1cccc(CN2CCc3nc(N4CCN(c5ccccc5F)CC4)ncc3C2)c1,5,8
Cc1noc(C)c1CC(=O)NC1CCCN(c2cc(N(C)C)ncn2)C1 (stereo unspecified),0,-1
O=C1CCCN2N=C(SCC(=O)N3CCN(c4ccccc4)CC3)SC2=N1,6,-3
Cc1cc(C)c2ccc(CO)nc2c1O,0,-11
COc1cccc2cc(C(=O)NCCC(O)C(C)(C)C)oc12 (stereo unspecified),-3&-8,-6&-8
CC1CCCN(CCCOc2ccc([N+](=O)[O-])cc2)C1 (stereo unspecified),-2,-3
Cc1ccc(C(=O)N2CCCn3cc(-c4cccc(C#N)c4)nc32)s1,2,1
CCOc1cc(C=C(C#N)c2ccc([N+](=O)[O-])cc2)cc(Br)c1O,7,3
CSc1ccccc1C(=O)NCCS(=O)(=O)N1CCN(c2ncccn2)CC1,-6,1
CCOc1ccc(C(=O)Nc2c3c(nn2-c2cccc(C)c2)CSC3)cc1,19,-1
Cc1ccc(OCC(=O)Nc2cc(-c3nc4ncccc4o3)ccc2C)c(C)c1,5,1
O=C(Nc1ccccc1Cl)Nc1ccccc1NC(=O)c1ccccn1,3,-1
O=C(O)CCS(=O)(=O)c1ccc(Cl)cc1,-3,-8&-4&-3
Cc1ccc(N=C(NOCc2ccc([N+](=O)[O-])cc2)c2nonc2N)cc1,29,2
COc1ccccc1-n1ncc2c(C)nnc(SCC(=O)Nc3ccc(F)cc3F)c21,-4,-15
CC1CCCN(c2nc3c(c(=O)n(C)c(=O)n3C)n2CCSc2ncccn2)C1 (stereo unspecified),1,0
O=c1c(Oc2ccc(Cl)cc2)coc2cc(O)ccc12,-2,-24
CC(=NNC1=NCCN1)c1ccc(Br)cc1,/,-29&-29
CSc1cccc(NC(=O)N2CC3CC2CC3NC(=O)c2ccccc2)c1 (stereo unspecified),7,4
Cc1[nH]c(=O)[nH]c(=O)c1S(=O)(=O)N1CCCC(C(=O)Nc2ccc(Cl)cc2)C1 (stereo unspecified),-1,-1
Cc1c(Cl)c([N+](=O)[O-])nn1CCCC(=O)Nc1cc(Cl)ccc1Cl,0,-4
COc1ccc(CC(=O)Nc2ccc(N3CCOCC3)cc2)cc1OC,/,-2
O=C(Nc1ccccc1N1CCCCC1)c1cc(Cl)sc1Cl,/,-10
CN(C)/C=C1\C(=O)N(c2nc3ccccc3s2)N=C1c1ccccc1,-1,-9
CN(C)CCCOc1ccccc1Br,-6,-2
N#Cc1c(N)sc(=S)c2c1CCCC2,44,5&4
O=C(Nc1nc2c(s1)CN(Cc1ccccc1)CC2)c1cccc(N2C(=O)CCC2=O)c1,9,-6
COc1ccc(C(=O)NCc2cccnc2)cc1OC,5&-1,-2&-2
CC1=C(C(=O)Nc2ccc(C)cn2)C(c2ccccc2)C2=C(CC(C)(C)CC2=O)N1 (stereo unspecified),0,-6
O=S(=O)(C1CC1)N1CCC(c2nc(C3CC3)no2)C1 (stereo unspecified),0,-4
CNC(=O)C[C@H]1C(=O)N(c2ccccc2)C[C@@H]1Cc1ccccc1,-4,-7
COc1ccc(-n2nc(C)c3sc(N4CCCC(C(=O)NCCC(C)C)C4)nc32)cc1 (stereo unspecified),7,-3
O=C(NCc1cccnc1)C1CC(=O)N(c2ccc(F)cc2)C1 (stereo unspecified),2,4
COCC(=O)Nc1ccc(Cl)c(Cl)c1,3,-12
CCc1ccc(OCC(=O)NCC(C)C)cc1,-8,0
CC(C)C(=O)NCc1csc(C2CCCN(C(=O)Cc3cccs3)C2)n1 (stereo unspecified),-8,-6
COc1ccc(-c2noc(-c3cccs3)n2)cc1,-18,-4
CC1=NN(c2ccccc2)C(=O)/C1=C/c1ccc(N2CCOCC2)cc1,78*,7
COCCNC(=O)Cn1c(=O)n(CCCC(=O)NCc2ccco2)c(=O)c2sccc21,0,2
COc1ccc(CNC(=O)N2CCC(COCc3ccccc3)CC2)cc1OC,9,-9
CCOc1cc(C(=O)O/N=C(\N)c2ccncc2)cc(OCC)c1OCC,i,-3
O=C1C(c2cccnc2)N(CCc2cccs2)C(=O)CN1c1ccccc1 (stereo unspecified),2,0
Cc1ccc(NC(=O)N2CCCC2c2cc(C(C)C)no2)cc1F (stereo unspecified),2,-2
O=C(CSC1=NC(=O)C(Cc2ccccc2)C(=O)N1)Nc1ccc(Br)cn1 (stereo unspecified),5&0,-8&-15
CCCSc1nnc2c3ccccc3n(CCC)c2n1,-12,4
Cc1ccc(-c2nnc(Cc3ccccc3)o2)cc1,-30,-10
Cc1ccc(N2C(=O)S/C(=C\c3ccc(O)cc3)C2=O)cc1,12,-3
Cc1cc(S(=O)(=O)Nc2ccc(F)c(Cl)c2)cc(C)c1F,/,-6
COc1ccc(Br)cc1C(=O)Nc1ccc2c(c1)C(=O)N(C)C2=O,1,-27
O=C(NCc1ccccn1)c1cc2n(n1)C(C(F)(F)F)CC(c1ccco1)N2 (stereo unspecified),1,-2
O=C(Nc1ccc(F)c(Cl)c1)c1cc(S(=O)(=O)N2CCCCCC2)ccc1F,-5,-3
CCCCN1CCN(C(=O)C2CCc3sc(C(=O)N4CCCC4)cc3C2)CC1 (stereo unspecified),11,-2
CCOCCCNC(=O)C1(C)CCC(=O)N1c1ccc(C)cc1C (stereo unspecified),-5,-7
O=C(Oc1ccccc1)c1cccc(C(=O)Oc2ccccc2)c1F,/,-15
C[C@@H](CO)N(Cc1cn(Cc2ccccc2)nn1)S(=O)(=O)c1ccc(F)cc1Br,-9,-5
O=C(NCc1ccccc1)C(=O)NC1CC1,-14&-3,-7&-14
O=C(CSc1nc2ccccc2s1)NCC(=O)c1ccccc1,3,-1
O=C(CSc1cccc2cccnc12)c1ccc(F)cc1,5,-8
C=CCc1cccc2cc(C(=O)NC(C)c3ccccc3)c(=O)oc12 (stereo unspecified),3,1
# Remaining list, next part:
SMILES,mHTT-CaM PPI inh,Pf apPOL block
COc1cc(C(=O)Nc2ccc(OCc3ccccc3)cc2)c([N+](=O)[O-])cc1OC,0,4
CC(C)c1cc(C2CCCN2C(=O)c2cc(C3CCCCC3)no2)on1 (stereo unspecified),-10,2
C=CCn1c(=N)c(C(=O)NCC)cc2c(=O)n3cccc(C)c3nc21,-2,-7
Cc1cccc(N=c2oc3c(C)ncc(CO)c3cc2C(N)=O)c1,3,-7
COc1ccc(NS(=O)(=O)c2ccc(NC(C)=O)cc2)cc1OC,4,-6
COc1cc2nc(CN3C(=O)c4ccccc4C3=O)oc(=O)c2cc1OC,-1,-9
COc1ccc(OC)c(-c2c(C)c3ccc(O)c(CN(C)C)c3oc2=O)c1,4,3
CCCNC(=O)N1CCC(c2cc(=O)n3nccc3n2Cc2ccccc2)CC1,3,-2
OC1(Cc2ccccc2)CCCCC1,-6,-10
O=C(CCN1CCN(C(c2ccccc2)c2ccccc2)CC1)c1ccccc1,/,-4
CCOc1cccc2c1OC(c1cccc(OC)c1OC)N1N=C(c3ccc(C)o3)CC21 (stereo unspecified),67*,-15
CC1CC(C)CN(C(=O)c2ccc(Cl)cc2[N+](=O)[O-])C1 (stereo unspecified),0,2
O=C(CN(c1ccccc1Cl)S(=O)(=O)c1ccccc1)NC1CCCCCC1,-9,-2
CC1=C(C(=O)Nc2ccccn2)C(c2ccc(Br)cc2)n2nnnc2N1 (stereo unspecified),11,-2
C=C[C@@H]1c2c(F)cccc2N(S(=O)(=O)c2ccc(C)cc2)[C@H](c2ccc(C(=O)OC)cc2)C1(C#N)C#N,-6,-3
Cc1ccc(C2=NC3(CCN(CC(=O)NCc4ccccc4)CC3)NC2=O)cc1C,37,0
COc1ccc(C(=O)Nc2ccc(C)c(Cl)c2)cc1[N+](=O)[O-],-2,2
Cc1cccc(-c2noc(Cc3ccccc3)n2)c1,-150,-1
CCNc1cc(N2CCC(CCC(=O)Nc3ccccc3C)CC2)ncn1,2,2
Cn1c2c(c(=O)n(C)c1=O)C(c1cccs1)C1C(=O)c3ccccc3C1=N2 (stereo unspecified),8,-7
COc1nccnc1NC1CCN(C(=O)Cc2cccnc2)CC1,0,-5
N#CC1=C(N)SC(N)=C(C#N)C1C1CC2C=CC1C21CC1 (stereo unspecified),0,0
O=C(Nc1ccc(NC(=O)c2ccc(Cl)cc2Cl)cc1)c1ccccc1F,2,-5
COc1ccc(-c2cc3ccc4c(c3oc2=O)CN(CC2CCCO2)CO4)cc1OC (stereo unspecified),-6,-4
CCc1ccccc1NC(=O)c1ccc([N+](=O)[O-])s1,3,-1
O=C(NCc1ccc(F)cc1)Nc1ccccc1,0,1
Fc1nc(N2CCOCC2)c(F)c(Oc2ccc(Br)cc2)c1F,-9,-2
CCOC(=O)C1CCN(C(=O)Cc2csc(NC(=O)c3ccco3)n2)CC1,-16,-6
Cc1cccc(CSc2nc(C)cc(=O)[nH]2)c1,-5,-7
COc1ncc(C(=O)NCc2ccc(SC)cc2)cn1,-3,-1
COc1ccccc1C(=O)N1CCC(N2CCC(C(=O)N3CCCCC3)CC2)CC1,6,-6
O=C(NC1CC1)c1ccc(OCC2CCCN2C(=O)c2ccc(F)c(F)c2)cc1 (stereo unspecified),-4,0
CCCOc1nccnc1NC1CCN(C(=O)C2CCCO2)CC1 (stereo unspecified),-1,-5
COc1ccccc1Nc1nc2nonc2nc1Nc1cccc(Br)c1,14,-14
O=C(Nc1ccccc1C(=O)O)c1ncn[nH]1,7,-5
CS(=O)(=O)NCc1ccc(Cl)cc1,/,-6

# The last 2 entries of the section above are carried over, then new ones follow.
SMILES,mHTT-CaM PPI inh,Pf apPOL block
O=C(Nc1ccccc1C(=O)O)c1ncn[nH]1,7,-5
CS(=O)(=O)NCc1ccc(Cl)cc1,/,-6
Clc1ccc(OCCCCN2CCCC2)c(Br)c1,-10,-18
COCC(=O)Nc1c(-c2ccc(Cl)cc2)nc2ccccn12,10,-4
C1=CC2CC1CC21COC(c2ccc(N3CCOCC3)cc2)OC1 (stereo unspecified),0,/
CCOc1ccc(OCCSc2nc3ccccc3o2)cc1,-82,-8

# Structural class: the entries above with an aryl methoxy group.
SMILES,mHTT-CaM PPI inh,Pf apPOL block
COc1ccc(CCN2C(=O)CC(Cc3cc(C)cc(C)c3)C2=O)cc1OC (stereo unspecified),7,-23
COc1cccc2cc(C(=O)NCCC(O)C(C)(C)C)oc12 (stereo unspecified),-3&-8,-6&-8
COc1ccccc1-n1ncc2c(C)nnc(SCC(=O)Nc3ccc(F)cc3F)c21,-4,-15
COc1ccc(CC(=O)Nc2ccc(N3CCOCC3)cc2)cc1OC,/,-2
COc1ccc(C(=O)NCc2cccnc2)cc1OC,5&-1,-2&-2
COc1ccc(-n2nc(C)c3sc(N4CCCC(C(=O)NCCC(C)C)C4)nc32)cc1 (stereo unspecified),7,-3
COc1ccc(-c2noc(-c3cccs3)n2)cc1,-18,-4
COc1ccc(CNC(=O)N2CCC(COCc3ccccc3)CC2)cc1OC,9,-9
COc1ccc(Br)cc1C(=O)Nc1ccc2c(c1)C(=O)N(C)C2=O,1,-27
COc1cc(C(=O)Nc2ccc(OCc3ccccc3)cc2)c([N+](=O)[O-])cc1OC,0,4
COc1ccc(NS(=O)(=O)c2ccc(NC(C)=O)cc2)cc1OC,4,-6
COc1cc2nc(CN3C(=O)c4ccccc4C3=O)oc(=O)c2cc1OC,-1,-9
COc1ccc(OC)c(-c2c(C)c3ccc(O)c(CN(C)C)c3oc2=O)c1,4,3
CCOc1cccc2c1OC(c1cccc(OC)c1OC)N1N=C(c3ccc(C)o3)CC21 (stereo unspecified),67*,-15
COc1ccc(C(=O)Nc2ccc(C)c(Cl)c2)cc1[N+](=O)[O-],-2,2
COc1nccnc1NC1CCN(C(=O)Cc2cccnc2)CC1,0,-5
COc1ccc(-c2cc3ccc4c(c3oc2=O)CN(CC2CCCO2)CO4)cc1OC (stereo unspecified),-6,-4
COc1ncc(C(=O)NCc2ccc(SC)cc2)cn1,-3,-1
COc1ccccc1C(=O)N1CCC(N2CCC(C(=O)N3CCCCC3)CC2)CC1,6,-6
COc1ccccc1Nc1nc2nonc2nc1Nc1cccc(Br)c1,14,-14
